LGR2 antag = blocks bursicon-induced cAMP signaling via Drosophila LGR2. HEK293 LGR2, CRE-luciferase, bursicon-stimulated, 4 h. inhibition, % at 9.99 µM. actives 0.35% (n = 380,000);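 active = drop in luminescence signal, shown as inhibition above about 50% in the replicate tests, limit read from the data, passing the limit was not always enough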;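 also: agonist challenge used bursicon conditioned medium at about half maximal strength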
Statin myotox sup = protects C2C12 myotubes from simvastatin toxicity; ATP luminescence, 48 h; scaled: DMSO 0, geranylgeraniol control 100; rescue of ATP level, % at 7.49 µM; actives 0.78% (n = 330,000);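 active = mean ATP rescue above about 67%, or every replicate alone reaching that limit, limit read from the data, passing the limit was not always enough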;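 also: myotubes were challenged with 10 µM simvastatin during compound exposure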
Cneo AK release = Cryptococcus neoformans lysis via adenylate kinase release. C. neoformans lysis, adenylate kinase release luminescence, 4 h; normalised: neutral wells 0, clomiphene wells 100. lysis activity, % at 15 µM. AID 651654. actives 0.2% (n = 360,000);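 active = mean lysis activity across replicates of at least 80%, whatever share of replicates individually reach that level; inactive = mean lysis activity below 80%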
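Schedule: static 4 h at 37 °C with compound, 1 h detection; system: C. neoformans cells; benchmarks: Clomiphene as positive control; buffer or medium: fresh YPD medium; measure: luminescence rise reflecting yeast cell lysis; measured by: luminescent adenylate kinase detection reagent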
PGC1a acetyl inh = modulators of PGC1a acetylation | actives 0.17% (n = 350,000) | inhibition, % at 15.6 µM | U2OS PGC1a acetylation, AlphaScreen anti-acetyl-lysine; with virally co-expressed GCN5 acetyltransferase | AID 651687;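 active = every replicate shows inhibition of at least 40%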;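 also: 0% = neutral control wells and 100% = positive control wells; some results beyond the cut were filed as inactive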
PAX8 inh HTS = PAX8 transcriptional activity inhibition; actives 1.2% (n = 360,000); inhibition, % at 12.6 µM; RMG-I TPO-luciferase reporter, SteadyGlo, 24 h;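 active = mean replicate inhibition at least 60% with every replicate also reaching 60%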;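 also: luciferase light reporting Pax8 driven TPO promoter activity; plate controls were median of neutral control wells for no effect and mitoxantrone controls for full effect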
INS-1E GSIS act = primary screen for activators of insulin secretion dependent on glucose, INS-1E cells, GLuc reporter luminescence | INS-1E GLuc reporter insulin secretion, 2-3 h | activation, % at 16.6 µM | actives 0.61% (n = 370,000) | AID 743287;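 active = lowest replicate activation of at least 40%, so every replicate reaches that level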;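 also: 0% = median of neutral control wells and 100% = median of IBMX positive control wells; some compounds called inactive have numbers as strong as hits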
PglD inh = PglD (C. jejuni) enzyme inhibition. actives 0.098% (n = 360,000). AID 602405. inhibition, % at 12.5 µM. purified PglD enzyme, DTNB colorimetric CoA detection; in the data active = inhibition above about 16%, passing the limit was not always enough; also: strong numbers were not always called active
ARNT TACC3 PPI = ARNT/TACC3 interaction disruption | Q9Y6A5 | AlphaScreen His-ARNT PAS-B/GST-TACC3 binding, luminescence; TACC3 fragment carries E629A point mutation | inhibition, % at 9.99 µM | actives 0.66% (n = 390,000) | AID 623870;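 active = mean inhibition of replicates at least 50% and at least half of replicates each reaching 50%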;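 also: 0% = complete ARNT plus TACC3 wells and 100% = ARNT alone without TACC3; many hits fall short of the cut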
Numbers without * were called inactive; / = no result given.

Structure	LGR2 antag	Statin myotox sup	Cneo AK release	PGC1a acetyl inh	PAX8 inh HTS	INS-1E GSIS act	PglD inh	ARNT TACC3 PPI
CCCn1nc([N+](=O)[O-])c(C(C#N)c2nc3ccccc3s2)c(Cl)c1=O (stereo not given)	26	14	-8	-2	/	-33	-3	12
COc1ccccc1CNC(=O)C[C@@H]1CC[C@@H]2[C@@H](COc3ccc(NC(C)=O)cc3C(=O)N2C)O1	10	-4	-4	0	-11	0	-1	-1
CCCN(CC1CC1)C(=S)Nc1ccc(C(C)=O)cc1	-2	-3	1	/	-17	1	3	16
C[C@@H]1CN([C@@H](C)CO)C(=O)c2cc(NC(=O)NC3CCCCC3)ccc2O[C@@H](C)CCCCO[C@@H]1CN(C)C(=O)c1ccccc1	12	-35	-4	4	-15	-15	0	-10
CCOC(=O)C1(Cc2ccccc2)CCN(C2Cc3ccccc3C2)CC1	-12	-2	6	17	1	-16	6	-3
CC(C)C#Cc1cnc2c(c1)C(=O)N([C@H](C)CO)C[C@H](C)[C@@H](CN(C)C(=O)Nc1ccc(F)cc1)O2	-18	36	-1	-13	-8	-26	1	/
CN(CC(=O)Nc1ccc(F)cc1)C(=O)CN1C(=O)NC2(CCCc3ccccc32)C1=O (stereo not given)	-1	-12	1	/	8	-3	-4	2
CCS(=O)(=O)Nc1ccc2c(c1)C(=O)N(C)[C@H]1CC[C@H](CC(=O)Nc3ccccc3)O[C@@H]1CO2	11	6	5	-3	9	-1	-1	-9
CC(=O)c1ccc(NC(=O)C(C)NCc2ccc(Cl)cc2)cc1 (stereo not given)	-58	/	/	/	-86	-5	/	1
COc1cccc(S(=O)(=O)N[C@H]2CC[C@@H](CCn3cc(-c4ccccc4OC)nn3)O[C@H]2CO)c1	0	18	-6	9	17	5	0	3
CCOC(=O)C(CC(=O)c1ccccc1)CC(=O)c1ccccc1	-60	-2	-2	-2	-126	16	2	-4
O=[N+]([O-])c1ccc(C(O)CN2CCN(c3ccccc3)CC2)cc1 (stereo not given)	0	-1	-2	20	30	20	-7	-4
CCOc1cccc(-c2c(C(=O)N/N=C/c3ccc(C)o3)nnn2-c2nonc2N)c1	-8	12	-1	-4	-21	1	-7	8
COc1cc(/C=N/NC(=O)/C(=C/c2ccccc2)CCO)ccc1O	1	-2	0	13	14	10	7	-5
O=c1[nH]nc(-c2cccs2)c2ccccc12	-21	-5	5	6	6	172*	2	-4

A second format for 2 compounds above:
C[C@@H]1CN([C@@H](C)CO)C(=O)c2cc(NC(=O)NC3CCCCC3)ccc2O[C@@H](C)CCCCO[C@@H]1CN(C)C(=O)c1ccccc1
- LGR2 antag = 12
- Statin myotox sup = -35
- Cneo AK release = -4
- PGC1a acetyl inh = 4
- PAX8 inh HTS = -15
- INS-1E GSIS act = -15
- PglD inh = 0
- ARNT TACC3 PPI = -10

CCOC(=O)C1(Cc2ccccc2)CCN(C2Cc3ccccc3C2)CC1
- LGR2 antag = -12
- Statin myotox sup = -2
- Cneo AK release = 6
- PGC1a acetyl inh = 17
- PAX8 inh HTS = 1
- INS-1E GSIS act = -16
- PglD inh = 6
- ARNT TACC3 PPI = -3

The listing continues.
Structure	LGR2 antag	Statin myotox sup	Cneo AK release	PGC1a acetyl inh	PAX8 inh HTS	INS-1E GSIS act	PglD inh	ARNT TACC3 PPI
CCc1[nH]nc2c1C(c1ccncc1)C(C#N)=C(N)O2 (stereo not given)	/	-38	0	-10	/	/	-2	-15
NN=C(c1ccccc1)c1ccccc1	-14	0	2	-1	10	10	8	/
CCC1Oc2ccc(C)cc2N(CC(=O)N(Cc2cccnc2)Cc2ccc(C)o2)C1=O (stereo not given)	2	5	-8	8	/	-2	3	4
Cc1cccc(CCNS(=O)(=O)c2ccc3c(c2)CCN3C(=O)CCC(=O)O)c1	/	-6	-2	/	/	/	0	28
Cc1nn(-c2ccccc2)c(C)c1C(=O)NCCc1ccc(Cl)cc1	0	/	0	-3	-4	3	-4	-1
COc1cccc(Sc2ccccc2CN(C)C)c1	17	/	2	-4	/	10	3	35
O=Cc1cn(CC(=O)N2CCCCC2)c2ccccc12	7	/	/	/	2	6	/	-2
Cc1ccc(S(=O)(=O)N2CCN(C(=O)C3=COCCO3)CC2)cc1C	10	-5	1	-14	/	15	-4	-5
O=C(C[C@H]1C[C@@H]2c3cc(NC(=O)c4ccc5c(c4)OCO5)ccc3O[C@@H]2[C@@H](CO)O1)NCCN1CCCCC1	-11	0	2	-3	-17	0	-4	10
C[C@H]1CN([C@@H](C)CO)C(=O)c2cc(NS(=O)(=O)c3ccc(Cl)cc3)ccc2O[C@@H]1CN(C)CC1CC1	2	-10	1	-9	7	22	0	-2
O=c1cc(-c2ccco2)oc2ccc(Cl)cc12	/	73*	-2	8	/	/	12	-3
CCCCCCn1c(SCC(=O)OC)nc2c1c(=O)[nH]c(=O)n2C	-13	-6	-1	6	-1	/	-1	1
C/C(=N\NC(=O)COc1c(C)cccc1C)c1cccs1	-13	/	/	7	-8	-18	/	-7
COc1cccc(CNS(=O)(=O)c2ccc(-n3cnnn3)c(C)c2)c1	-1	-27	0	/	11	13	-2	-4
CN(C)C(=O)c1ccc(-c2ccc([C@H]3[C@H](C#N)N(C(=O)C4CC4)[C@H]3CO)cc2)cc1	-14	-7	1	-10	-35	-11	1	7
Oc1ccc(C=NNC(=S)Nc2cccnc2)nc1	17	/	/	/	23	-8	/	2
C#CCSc1nnc(-c2cc3c(C(F)(F)F)nn(C)c3s2)n1C	/	13	-3	2	/	/	1	-16
O=C(COc1ccc(C(=O)c2ccccc2)cc1)Nc1ncccc1O	-11	/	-3	4	4	0	2	19
O=C(N[C@@H]1CC[C@H](CC(=O)N2CCC(Cc3ccccc3)CC2)O[C@@H]1CO)c1cnccn1	5	0	0	-2	11	4	2	2
O=C(NCC1CCCO1)c1ccccc1NC(=O)c1cccc2ccccc12 (stereo not given)	/	6	0	2	/	/	-7	-9
CC1CCCCC12NC(=O)N(CC(=O)OCC(=O)N(C)C1CCCCC1)C2=O (stereo not given)	3	-6	-2	/	-3	/	-4	4
C[C@@H]1CCCCO[C@H](CN(C)C(=O)C2CCCCC2)[C@@H](C)CN([C@@H](C)CO)C(=O)c2cc(NC(=O)c3ccncc3)ccc2O1	3	14	1	-15	25	-2	2	-7
CC(Nc1cc(C)cc(C)c1)=[N+](C)CCNS(=O)(=O)c1ccc(Cl)cc1	10	-9	0	/	18	12	-2	0
O=C(COc1ccccc1)Nc1ccc(S(=O)(=O)N2CCCC2)cc1	-9	116*	-1	-1	7	8	-1	-1
N#CC(C(=O)CCN1C(=O)C2CC=CCC2C1=O)c1nc2ccccc2[nH]1 (stereo not given)	/	-29	4	-8	-6	/	-1	-6
Cc1cc(C)nc(N2CCN(S(=O)(=O)c3ccc(F)cc3)CC2)n1	-4	10	0	-4	15	/	1	-2
CN1c2ccc(-c3ccccc3)cc2[C@H]2[C@H](CCN2C(=O)CN2CCOCC2)[C@H]1CO	8	33	-3	3	25	-4	-3	9
CC1(C)OC(=O)C2(Cc3ccccc3N3CCCCC32)C(=O)O1 (stereo not given)	/	-4	-1	/	/	/	-1	36
O=C(Nc1cc(F)ccc1F)N[C@H]1CC[C@@H](CC(=O)N2CCc3ccccc3C2)O[C@H]1CO	7	-17	6	-7	3	-8	-1	-3
Cc1ccc(CNC(=O)C(=O)NCC2OCCN2C(=O)c2cccs2)cc1 (stereo not given)	-5	-11	1	-1	-4	-5	-8	-3

Some of the entries so far, as labelled records:
compound: C#CCSc1nnc(-c2cc3c(C(F)(F)F)nn(C)c3s2)n1C
  LGR2 antag = /	Statin myotox sup = 13	Cneo AK release = -3	PGC1a acetyl inh = 2	PAX8 inh HTS = /	INS-1E GSIS act = /	PglD inh = 1	ARNT TACC3 PPI = -16
compound: O=C(NCC1CCCO1)c1ccccc1NC(=O)c1cccc2ccccc12 (stereo not given)
  LGR2 antag = /	Statin myotox sup = 6	Cneo AK release = 0	PGC1a acetyl inh = 2	PAX8 inh HTS = /	INS-1E GSIS act = /	PglD inh = -7	ARNT TACC3 PPI = -9
compound: CC1(C)OC(=O)C2(Cc3ccccc3N3CCCCC32)C(=O)O1 (stereo not given)
  LGR2 antag = /	Statin myotox sup = -4	Cneo AK release = -1	PGC1a acetyl inh = /	PAX8 inh HTS = /	INS-1E GSIS act = /	PglD inh = -1	ARNT TACC3 PPI = 36
compound: Cc1ccc(CNC(=O)C(=O)NCC2OCCN2C(=O)c2cccs2)cc1 (stereo not given)
  LGR2 antag = -5	Statin myotox sup = -11	Cneo AK release = 1	PGC1a acetyl inh = -1	PAX8 inh HTS = -4	INS-1E GSIS act = -5	PglD inh = -8	ARNT TACC3 PPI = -3

Continued.
Structure	LGR2 antag	Statin myotox sup	Cneo AK release	PGC1a acetyl inh	PAX8 inh HTS	INS-1E GSIS act	PglD inh	ARNT TACC3 PPI
Fc1ccccc1Nc1nc(Cl)nc(Cl)n1	2	13	-2	-1	-6	21	-1	-3
O=C(CCN1CCOCC1)N1CCCC(Nc2ccc(F)cc2)C1 (stereo not given)	-9	-16	-2	9	5	2	2	-1
COc1ccc2c(c1)CCC1C2CCC2(C)C(O)C(=O)CC12 (stereo not given)	6	3	0	7	1	0	-6	8
COc1cccc(-c2nnc(-c3ccco3)o2)c1	-22	/	-4	/	-104	14	0	-6
Cc1nc(SCCc2nc3ccccc3[nH]2)c2oc3ccccc3c2n1	-7	2	2	-3	16	1	0	-7
CC(C)Cc1oc(C(=O)O)cc1CN	-9	6	1	0	/	23	3	-15
COc1ccc(/C=C2/S/C(=N/S(=O)(=O)Cc3ccccc3)NC2=O)cc1OC	-28	3	/	3	-66	79*	/	3
